# SSB-PriA inh = inhibitors of Klebsiella pneumoniae PriA binding to SSB C-terminal tail, primary screen, biochemical, AlphaScreen. AID 1272365, 2023. actives 0.6% (n = 430,000). AlphaScreen SSBct-PriA binding, biotinylated peptide. inhibition, % at 33 µM. PriA–SSB C-terminal tail interaction (Klebsiella pneumoniae); in the data active = inhibition mostly above about 37%, no sharp cut-off; inactive = mostly below about 20%;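 also: plate controls were negative control peptide for no effect and reference peptide for full effect; strong numbers were not always called active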
# * = called active by the depositor; & = joins results of further samples. These rows are one share of the data (hit frequency here may not be typical).
SMILES,SSB-PriA inh
NC(=O)c1ccc(NC(=O)Cn2nc(-c3cccs3)c3sc(N4CCCCC4)nc3c2=O)cc1,-4
CCOc1ccc(-c2c(C#N)c(N)nc3sc(C(=O)c4ccc(Br)cc4)c(N)c23)cc1,-9
CC(C)(C)OC(=O)N1CCN(c2cccnn2)CC1,-7
Cc1ccccc1C1CCN(C(=O)Cn2cnc(C)c(C)c2=O)CCS1 (configuration not stated),-2
Cc1cc(C)nc(SCc2c(C(=O)N3CCc4ccccc43)nnn2-c2ccccc2)n1,24
CN1C(=O)c2cccc(NC(=O)c3ccc([N+](=O)[O-])o3)c2C1=O,1
Cc1cc(O)c(NC(=O)c2ccc(-c3ccc(Cl)cc3)o2)cc1C,-10
CC(C)Sc1ccc(CC(=O)N2CCCCC(c3ccc(F)cc3)C2)cc1 (configuration not stated),-3
CC(=O)Nc1cccc(NC(=O)C(=O)NCC2CCN(c3ccccn3)CC2)c1,-5
CC(CC(=O)Nc1cc(C)ccn1)=NNC(=O)C(=O)Nc1cccc(C)c1,-7
CCOc1coc(C(=O)NCCCc2ccccc2)cc1=O,-6
COCCn1cc(NC(=O)Nc2ccc(F)c(Cl)c2)c2ccccc21,25
O=C(NN1C(=O)CSC1=S)c1cccc2ccccc12,10
COC(=O)N1CCc2ccc(NC(=O)Nc3cccs3)cc2C1,9
CSc1ccccc1C(=O)N1CC(S(=O)(=O)c2ccc(Cl)cc2)C1,-10
CS(=O)(=O)c1ccc(-c2cccc(NC(=O)c3ccc(Cl)nc3)c2)nn1,6
O=C(C1CC1)N1CCC(Oc2cnccn2)CC1,-7
O=C(Nc1ccccc1Cl)N1CCC2(CC1)NC(=O)N(CCOc1ccccc1)C2=O,0
O=C(c1ccccc1Br)N1CCC(Oc2cnccn2)CC1,-9
Cc1ccc(-c2csc3nnc(SCC(=O)N4CCOCC4)n23)cc1,3
O=C(CCS(=O)(=O)c1ccc(Cl)cc1)Nc1ccccc1-c1nc2ccccc2[nH]1,3
Cc1ccc(C)c(-c2nn(-c3ccccc3)cc2/C=C(/C#N)c2nc3ccccc3c(=O)[nH]2)c1,-5
O=C(Cc1ccc(Cl)cc1)NCCCN1CCO[C@H](c2ccccc2)C1,-1
Cc1ccc(C(=O)NN=Cc2cccc(OC(=O)c3cccc(F)c3)c2)cn1,-12
N#Cc1cccnc1N1CCC(CNC(=O)Cc2cccs2)CC1,-6
Cc1ccccc1-c1ccc(N2CCN(C(=O)Nc3ccc(F)cc3)CC2)nn1,-7
O=C(CSc1nc(-c2ccccc2)c2cc(Cl)ccc2n1)N1CCOCC1,13
CCc1ccc(S(=O)(=O)N2CCc3nc(NC(=O)c4ccsc4)sc3C2)s1,13
O=S(=O)(NCC1CCN(C2CCCC2)CC1)c1ccc2c(c1)CCCC2,-3
CNC(=O)CS(=O)(=O)C1CCN(C(=O)C2(c3ccc(Cl)cc3)CCCC2)CC1,-5
O=C(c1cnccn1)N1C2C=CCC1CC2 (configuration not stated),0
O=C(Nc1ccccc1C(F)(F)F)c1ccco1,-13
O=C(Cn1nc(C2CC2)c2cnn(-c3ccccc3)c2c1=O)Nc1ccc2c(c1)OCO2,13
Clc1ccc([C@H](c2ccccc2)N2CCN(c3ncnc4[nH]ncc34)CC2)cc1,-5
CC1CCN(C(=O)CSCC(=O)Nc2nc(-c3ccc(F)cc3)cs2)CC1,2
Nc1c(C=C2C=CC(=O)C(O)=C2)c(=O)nc2sc(CC(=O)N3CCCC3)nn12,-5
Cc1ccc(-c2cc3c(SCC(=O)Nc4ccc(Br)cc4F)nccn3n2)cc1,-22
Cc1cc(C(=O)N(CCN2CCOCC2)c2nc3c(Cl)cccc3s2)on1,0
COc1cccc(-n2c(=S)sc3c(=O)[nH]c(SCC(=O)Nc4ccc(C)c(F)c4)nc32)c1,6
COc1ccc(C(=O)NCC2CCN(Cc3ccccc3)CC2)cc1,-11&3
Cc1ccsc1C=NNC(=O)c1ccc2ccccc2c1,4
O=C(CSc1ccc(F)cc1)N1CCC(c2cccs2)CC1,-6
COC(=O)c1ccc(NC(=O)Cn2c(C)nc3c(sc4ccccc43)c2=O)cc1,-6
Cc1cccc(NC(=O)C2CCN(c3ccc(-c4ccc(F)cc4)nn3)CC2)n1,12
CCOc1ccc(-n2cc(C(=O)OCc3ccc(N4CCCC4=O)cc3)c3ccccc3c2=O)cc1,-9
CCOC(=O)c1ccc(NC(=O)c2cc(C)no2)cc1,-10
COc1cc(C(=O)NCCn2ncccc2=O)cc(OC)c1OC,-9
C[C@@H](CCc1ccccc1)NC(=O)c1coc(NC(=O)c2cnccn2)n1,-9
CC(=O)c1sc(NC(=O)c2ccc(-c3nc4ccccc4s3)s2)nc1C,-4
O=C(c1ccccn1)N1CC(S(=O)(=O)Cc2ccco2)C1,0
# (further entries)
SMILES,SSB-PriA inh
CC(C)C[C@H](NC(=O)OC(C)(C)C)C(=O)NN=CC1=Cc2ccccc2OC1C (some centres not stated),-14
COc1ncc(NC(=O)c2cccc(Oc3ccc(C)nn3)c2)cn1,-7
O=C(N1CCC(S(=O)(=O)c2ccc(F)cc2)CC1)C1(c2ccc(Cl)cc2)CCCC1,12
NS(=O)(=O)c1ccc(C(=O)N2CCN(c3ccc(-c4ccc(F)cc4)nn3)CC2)cc1,4
CCn1ccc(C(=O)Nc2nc3cc(C)cc(C)c3s2)n1,-5
C=CCOc1ccccc1CN1C(=O)C(O)(CC(C)=O)c2cc(Br)ccc21 (configuration not stated),7
COc1ccc(C(=O)Nc2ccc3c(c2)N(C)C(=O)C(C)(C)CO3)c(OC)c1,27
COc1ccc(OC)c(COCC(O)CN2CCN(c3ccccc3OC)CC2)c1 (configuration not stated),-15
Cc1cc(C)c(C)c(S(=O)(=O)Nc2ccc3ncsc3c2)c1C,-8&-3
O=C(NCCCn1nc(-c2ccc(F)cc2)ccc1=O)c1ccc2ccccc2n1,-12

# Reformatted with bars between the fields: 18 of the compounds above
SMILES | SSB-PriA inh
COC(=O)c1ccc(NC(=O)Cn2c(C)nc3c(sc4ccccc43)c2=O)cc1 | -6
Cc1cccc(NC(=O)C2CCN(c3ccc(-c4ccc(F)cc4)nn3)CC2)n1 | 12
CCOc1ccc(-n2cc(C(=O)OCc3ccc(N4CCCC4=O)cc3)c3ccccc3c2=O)cc1 | -9
CCOC(=O)c1ccc(NC(=O)c2cc(C)no2)cc1 | -10
COc1cc(C(=O)NCCn2ncccc2=O)cc(OC)c1OC | -9
C[C@@H](CCc1ccccc1)NC(=O)c1coc(NC(=O)c2cnccn2)n1 | -9
CC(=O)c1sc(NC(=O)c2ccc(-c3nc4ccccc4s3)s2)nc1C | -4
O=C(c1ccccn1)N1CC(S(=O)(=O)Cc2ccco2)C1 | 0
CC(C)C[C@H](NC(=O)OC(C)(C)C)C(=O)NN=CC1=Cc2ccccc2OC1C (some centres not stated) | -14
COc1ncc(NC(=O)c2cccc(Oc3ccc(C)nn3)c2)cn1 | -7
O=C(N1CCC(S(=O)(=O)c2ccc(F)cc2)CC1)C1(c2ccc(Cl)cc2)CCCC1 | 12
NS(=O)(=O)c1ccc(C(=O)N2CCN(c3ccc(-c4ccc(F)cc4)nn3)CC2)cc1 | 4
CCn1ccc(C(=O)Nc2nc3cc(C)cc(C)c3s2)n1 | -5
C=CCOc1ccccc1CN1C(=O)C(O)(CC(C)=O)c2cc(Br)ccc21 (configuration not stated) | 7
COc1ccc(C(=O)Nc2ccc3c(c2)N(C)C(=O)C(C)(C)CO3)c(OC)c1 | 27
COc1ccc(OC)c(COCC(O)CN2CCN(c3ccccc3OC)CC2)c1 (configuration not stated) | -15
Cc1cc(C)c(C)c(S(=O)(=O)Nc2ccc3ncsc3c2)c1C | -8&-3
O=C(NCCCn1nc(-c2ccc(F)cc2)ccc1=O)c1ccc2ccccc2n1 | -12

# Following part.
SMILES,SSB-PriA inh
O=c1c2cc(Cl)ccc2nc2sc(Nc3cc(F)ccc3F)nn12,-6
COC(C)(CNS(C)(=O)=O)c1ccccc1F (configuration not stated),-16
COc1ccc(N2C(=O)C3N=NN(Cc4c(F)cccc4Cl)C3C2=O)cc1 (configuration not stated),-3
Cn1c(C(F)(F)F)nn(CCNC(=O)Cn2cnc3ccccc3c2=O)c1=O,-8
CCc1nc2c(sc3cccc(F)c32)c(=O)n1CC(=O)Nc1ccc(F)c(Cl)c1,-35&-17
Oc1cc(Cl)c2ncccc2c1,33
COc1ccc(F)cc1S(=O)(=O)NC[C@H](OC)c1ccco1,-10
O=C1CCC(C(=O)NCC#CCOc2cccc(C(F)(F)F)c2)N1 (configuration not stated),2
COc1ccccc1OCC(=O)Nc1ccc2c(=O)c3ccccc3oc2c1,-3
O=C(CCS(=O)(=O)c1ccccc1)N1CCN(c2cc(C(F)(F)F)ncn2)CC1,-18
O=S(=O)(NCCOc1ccc(-c2ccc(F)cc2)nn1)c1ccc2c(c1)CCCC2,-4&-5
COC(=O)NN=Cc1ccc(-c2ccc(Cl)c(Cl)c2)o1,-1
COc1cccc(-c2nnc(NC(=O)c3cccs3)o2)c1,-5
O=C(Nc1cc(-n2cncn2)ncn1)C1CCN(c2cc(-n3cccn3)ncn2)CC1,-26
COC(=O)CS[C@H]1CCN(C(=O)c2ccccc2C(F)(F)F)C1,4
COc1ccc(CCNc2nc(-c3ccccc3)nc3sc(-c4ccccc4)cc23)cc1,-11
Cc1cc(=O)n2c(-c3ccc(NS(C)(=O)=O)cc3)csc2n1,-20&-17
Cc1ccc(C(CNC(=O)C(=O)NCc2ccccc2Cl)N2CCOCC2)cc1 (configuration not stated),13
CCCOc1ccc(N2CC(C(=O)Nc3ccc(Cl)cc3Cl)CC2=O)cc1 (configuration not stated),-69
O=S(=O)(O)CCn1c(O)c(C=C2C=Nc3ccccc32)sc1=S,0
O=S(=O)(c1ccc(Cl)s1)N1CCN(c2nccn3nc4c(c23)CCCC4)CC1,3
O=C(Cc1cccc2ccccc12)Nc1ccc(Cl)c(N2CCCS2(=O)=O)c1,19
Cn1c(=O)n(C)c2cc(C=NNC(=O)c3cccc(Br)c3)ccc21,-11
COc1cc(C(=O)Nc2sc(C)c(C)c2C#N)cc(OC)c1OC,5
CN(Cc1c(C(=O)NN=Cc2cc(F)ccc2F)nnn1-c1nonc1N)C1CCCCC1,8
CC1=CC(=NOS(=O)(=O)c2ccccc2)C(C)=CC1=O,-7
O=C(NCCn1ccc(-c2ccsc2)n1)NCc1cccs1,-4
COc1ccc(NC(=O)NCCCn2nc(-c3ccc(Cl)cc3)ccc2=O)c(OC)c1,-7&9
O=C(NNC(=O)c1ccc([N+](=O)[O-])cc1)NC1(C(F)(F)F)Oc2ccccc2O1,-8
Cc1cc(C)cc(OCCNC(=O)COc2ccc(Cl)cc2)c1,-27&-16

# Rewritten as labelled records: part of the list above.
Cn1c(=O)n(C)c2cc(C=NNC(=O)c3cccc(Br)c3)ccc21
  SSB-PriA inh: -11
COc1cc(C(=O)Nc2sc(C)c(C)c2C#N)cc(OC)c1OC
  SSB-PriA inh: 5

# Next part:
SMILES,SSB-PriA inh
Cc1ccccc1C(=O)Nn1cnc2c(cnn2-c2cccc(Cl)c2)c1=O,-7
O=C(Nc1ccc(N2CCCCS2(=O)=O)cc1)c1ccco1,-10
CCC(C)Nc1cc(C)nc2c(-c3ccccc3Cl)cnn12 (configuration not stated),-21
S=c1[nH]nc(-c2ccco2)n1N=Cc1ccccc1Cl,-6
CCNC(=O)N1CCN(C2CC2)CC1Cc1ccccc1 (configuration not stated),-1
O=C(NC1CCCCC1)N(Cc1cnc2ccccn12)c1ccccc1,-5
COC(=O)c1ccccc1C(=O)N1CC(S(=O)(=O)Cc2ccco2)C1,10
Cc1ccc(C(=O)Nc2c(C)nc3scc(C)n3c2=O)cc1C,-1
CN1CCN(N=Cc2c(O)n(C)c(=O)n(C)c2=O)CC1,-10
O=C(Nc1nccs1)C1CCN(c2ccc(-n3cncn3)nn2)CC1,-1
CC(C)(C)c1csc(NC(=O)c2cccc([N+](=O)[O-])c2)n1,21
CCOC(=O)c1sc(NC(=O)C2CCN(S(=O)(=O)c3ccc(Cl)s3)CC2)nc1C,1&3
COc1ccc(CCNC(=O)Cc2cc(-c3ccc(Cl)cc3)on2)cc1,-6&-3
CCCN1C(=O)C(C)(C)COc2ccc(NC(=O)C(C)(C)C)cc21,8
Cc1ccc(OC2CCN(C(=O)c3csc(-c4ccccc4)n3)CC2)nn1,-10
NCC1CCN(Cc2ccccc2)CC1,26
COC(=O)c1ccc(NC(=O)Cc2c(C)nc(SCc3cccc(OC)c3)[nH]c2=O)cc1,-6
COC(=O)CC(=O)C(C(=O)OC)C(c1ccc(C)cc1)C(C(=O)CC(=O)OC)C(=O)OC (configuration not stated),-20&4
Nc1nnc([C@@H]2CCCO2)s1,-18
CCN(Cc1ccccc1)S(=O)(=O)c1ccc(C(=O)Nc2nnc(-c3cccnc3)o2)cc1,-21
O=C(Cc1ccc(F)cc1)N1CCC(CSc2ccccn2)CC1,8
CC(C)(C)C1CCc2c(sc3nc(CCC(=O)Nc4ccc(F)cc4)[nH]c(=O)c23)C1 (configuration not stated),-13
Cc1noc(NS(=O)(=O)c2ccc(NC(=O)[C@@H]3CSCCC(=O)N3)cc2)c1C,-8
Cn1cccc1C(CNS(=O)(=O)Cc1ccc(F)cc1)N1CCOCC1 (configuration not stated),-17
Cc1cn2nc(C(=O)NC3CCCCC3C)cc2c(=O)[nH]1 (configuration not stated),1
CN1C(=O)C2C(C1=O)N1C(c3ccco3)C3C(=O)N(C)C(=O)C3N1C2c1ccco1 (configuration not stated),1
O=C1CN(C(=O)c2cccc(C(F)(F)F)c2)c2ccccc2N1,0
COc1ccc2ncc(S(=O)(=O)c3ccc(Cl)cc3)c(Nc3ccc(F)cc3)c2c1,-13
COc1ccc(-c2ccc(=O)n(CCCNS(=O)(=O)/C=C/c3ccccc3)n2)cc1,-10
C[C@@H](Cc1ccco1)NC(=O)c1cccc(C#N)c1,-16
C#CC1(OCC(O)CN2CCC(Cc3ccccc3)CC2)CCCCC1 (configuration not stated),0
O=C(NCCOc1ccc(F)cc1)c1cc(Cl)ccc1[N+](=O)[O-],-25
O=C(O)c1cc(-c2ccccc2)c[nH]1,-4
CCCCOc1ccc(NC(=O)NCC2CCN(c3ccc(C)nn3)CC2)cc1,-10

# Screening results (PubChem)
